TcdB inh: TcdB glycohydrolase inhibition; inhibition, % at 9.99 µM; TcdB glycohydrolase enzymatic assay, plate reader; 350,000 tested, 0.24% active; in the data active = inhibition above about 10%
BoNT A protease: BoNT A light chain protease inhibition. multiplex microsphere protease substrate cleavage, flow cytometry. 360,000 tested, 0.17% active. AID 588499. inhibition, % at 10 µM; also: plate controls were buffer without enzyme for full effect and enzyme alone for no effect
Anthrax LF inh2: anthrax lethal factor protease inhibition; P15917; inhibition, % at 10 µM; multiplex microsphere protease cleavage assay, LF; 360,000 tested, 0.12% active; also: plate controls were buffer without enzyme for full effect and enzyme alone for no effect
Target sequence (P15917 whole entry, looked up): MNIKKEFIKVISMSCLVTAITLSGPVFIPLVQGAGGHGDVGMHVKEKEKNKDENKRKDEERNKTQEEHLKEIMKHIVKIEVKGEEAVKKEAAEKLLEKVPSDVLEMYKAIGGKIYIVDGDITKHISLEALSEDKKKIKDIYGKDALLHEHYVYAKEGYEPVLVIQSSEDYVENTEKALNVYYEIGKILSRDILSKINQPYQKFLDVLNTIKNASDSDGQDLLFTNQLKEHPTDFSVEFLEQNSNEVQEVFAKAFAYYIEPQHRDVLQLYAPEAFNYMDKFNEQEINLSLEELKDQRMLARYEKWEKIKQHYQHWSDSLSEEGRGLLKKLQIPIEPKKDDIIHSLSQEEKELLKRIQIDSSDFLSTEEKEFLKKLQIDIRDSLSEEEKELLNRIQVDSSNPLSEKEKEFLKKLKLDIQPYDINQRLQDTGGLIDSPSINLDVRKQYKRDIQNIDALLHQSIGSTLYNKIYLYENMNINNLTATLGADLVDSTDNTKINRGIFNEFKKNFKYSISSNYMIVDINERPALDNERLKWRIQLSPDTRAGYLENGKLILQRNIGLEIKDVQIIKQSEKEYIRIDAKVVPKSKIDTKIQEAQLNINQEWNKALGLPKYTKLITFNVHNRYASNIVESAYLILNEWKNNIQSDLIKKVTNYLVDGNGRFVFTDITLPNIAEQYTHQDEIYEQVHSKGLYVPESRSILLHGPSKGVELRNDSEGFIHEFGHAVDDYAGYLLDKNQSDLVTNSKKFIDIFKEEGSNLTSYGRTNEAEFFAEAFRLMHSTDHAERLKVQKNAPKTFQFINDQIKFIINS
Yp Topo-I inh: blocks Yersinia pestis topoisomerase I activity | Y. pestis Topo-I cleavage product accumulation, plate reader | activity, % at 10 µM | 360,000 tested, 0.064% active; in the data active = activity above about 50%, passing the limit was not always enough; inconclusive = no clear call, values can overlap the other calls; also: inactives centre near 2
BH1578 lux ind: inducers of Vibrio cholerae quorum light production without autoinducers | V. cholerae BH1578 lux reporter, luminescence, 6 h | activation, % at 18.7 µM | 350,000 tested, 0.16% active; in the data active = activation mostly above about 9.7%, no sharp cut-off; inconclusive = no clear call, values can overlap the other calls; inactive = mostly below about 3.7%; also: not every result past the cut was called active; inactives centre near 0; reference of the scale not given here
SSB-PriA inh: inhibitors of Klebsiella pneumoniae PriA binding to SSB C-terminal tail; AID 1272365; inhibition, % at 33 µM; AlphaScreen SSBct-PriA binding, biotinylated peptide; 430,000 tested, 0.6% active; in the data active = inhibition mostly above about 37%, no sharp cut-off; inactive = mostly below about 20%;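 also: plate controls were negative control peptide for no effect and reference peptide for full effect; strong numbers were not always called active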
PfHsp40 rescue: restores yeast growth despite PfHsp40 toxicity. 340,000 tested, 0.68% active. growth rescue, % at 12.5 µM. S. cerevisiae expressing PfHsp40, growth rescue, ATP luminescence. AID 504582; in the data active = growth rescue above about 28%, passing the limit was not always enough; inconclusive = no clear call, values can overlap the other calls;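 also: yeast W303a lacking pdr1 and pdr3 grown in galactose medium; growth measured after three days at 30 °C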
SARS 3CLpro inh: SARS-CoV 3CLpro protease inhibition | recombinant SARS-CoV 3CLpro, quenched FRET peptide cleavage | inhibition, % at 6 µM | 290,000 tested, 0.14% active; in the data active = inhibition above about 12%
PrPC TRFRET: reduces human prion protein on the cell surface | P04156 | cell surface PrPC, TR-FRET read-out | inhibition, % at 13.8 µM | 370,000 tested, 0.43% active | AID 720596; in the data active = inhibition above about 24%; also: 0% = median of the test wells and 100% = reference compound wells
The depositor's hits bear a star; i = inactive; ? = inconclusive; nt = not tested or not shown; & = joins results of further samples. Rule as the data show it, unless noted: active = inhibition above about 30%; inconclusive = no clear call, values can overlap the other calls; inactive = below that. Only part of the results is shown. The share of hits here may be higher or lower than overall.

Below each SMILES: TcdB inh	BoNT A protease	Anthrax LF inh2	Yp Topo-I inh	BH1578 lux ind	SSB-PriA inh	PfHsp40 rescue	SARS 3CLpro inh	PrPC TRFRET
- CC1(C)ON=C(c2cccc(F)c2)NC1=O
 : 0.0	1.0	-7	-3	i	nt	nt	nt	4
- Nn1c(SCc2ccccc2F)nnc1-c1ccccn1
 : 14*	nt	nt	1	-0.6	4	nt	0	-5
- CCOC(=O)C1CCN(C(=O)COc2ccc3c(C)cc(=O)oc3c2)CC1
 : 0.6	5.2	?	10	i	2	-1.4	nt	10
- COC(=O)c1cc(N2C(=O)C3C4C=CC(CC4)C3C2=O)ccc1Cl (stereo not drawn)
 : 1.0	-2.3	5	-4	i	-8	0.2	-4	-3
- Cc1cc(=O)oc2cc(OCc3nnc(-c4ccccc4Br)o3)ccc12
 : nt	1.4	-1	-10	0.0	-5	-0.8	2	0
- Cc1ccc(NC(=S)/N=C(\N)Nc2nc(C)c3cc(C)c(C)cc3n2)cc1C
 : 0.3	-1.1	-8	23	i	nt	0.1	-6	7
- COc1ccc(NC(=O)CN(C)C(=O)Cc2c(C)nc3ccccc3c2C)cc1
 : -1.8	3.5	3	15	i	-5	0.8	nt	1
- COc1ccc(NC(=O)c2cc(-c3ccc4c(c3)OCO4)on2)cc1OC
 : 2.0	-3.1	-8	0	-2.2	-15	-0.8	2	5
- COc1cccc(-c2csc(N3CCN(Cc4ccccc4)CC3)n2)c1
 : nt	-3.3	-3	13	-0.2	13	2.2	1	-3
- CCc1nc(Nc2ccccc2)c2oc3ccccc3c2n1
 : nt	?	-2	-5	-0.1	-13	0.3	1	5
- CNC(=O)/C=C1\NC(C)(C)Cc2ccccc21
 : nt	-0.6	-2	-2	i	-8	1.0	4	4
- Cc1cc2nc(-c3ccc(SCC(=O)N4CCc5ccccc54)nc3)[nH]c2cc1C
 : 0.3	1.7	-4	-1	i	-2	1.1	-2	nt
- C=CCC[C@@H](Cc1ccc(F)cc1)C(=O)OC[C@@H](NC(=O)[C@@H](CC=C)CC(=O)N(CCO)Cc1ccccc1)c1ccccc1
 : -5.6	0.3	-6	24	-0.7	-8	11	nt	6
- COC(=O)c1cc(Br)c(=O)n(CCN(C(C)C)C(C)C)c1
 : nt	0.1	-1	-2	nt	-1	-1.1	-3	-8
- CCOC(=O)C1=C(COC(=O)c2cccc(Br)c2)NC(=O)NC1C (stereo not drawn)
 : 1.9	-0.2	0	-2	i	-4	-0.3	nt	4
- O=C(NCc1ccccc1)C1CCCN1S(=O)(=O)c1cccc2cccnc12 (stereo not drawn)
 : 0.5	0.1	3	-4	-0.4	-10	-1.6	-8	-1
- Cc1cc(N2CCN(C)CC2)nc2ccc(NC(=O)CCC(=O)NCCC(C)C)cc12
 : 0.6	-1.1	-1	0	i	-7	-1.7	6	1
- Cc1cc(NC(=O)CS(=O)(=O)c2cn(Cc3cccc(Cl)c3)c3ccccc23)no1
 : -3.2	-0.1	-6	28	-0.4	nt	nt	nt	9
- O=C(COc1ccc(Br)cc1)Nc1nnc(C2CC2)s1
 : 0.9	-0.6	-2	3	i	-8	-1.4	nt	-5
- CCn1c(SCC(=O)N2CCCC2)nnc1-c1ccc(N)cc1
 : nt	0.3	1	-8	i	-13	1.0	-2	-2
- CN(C)C(CNS(=O)(=O)c1ccc(Cl)cc1)c1cccnc1 (stereo not drawn)
 : -0.5	-1.0	-6	-3	-0.5	-1	0.8	5	-8
- CCN(CC)C(=O)c1ccccc1NC(=O)CN1C(=O)c2ccccc2C1=O
 : 0.6	-1.3	-2	-10	-0.5	-7	-0.7	-1	9
- CCCc1c(O)nc(SCC(=O)NCCc2ccc(OC)c(OC)c2)[nH]c1=O
 : nt	1.3	2	-6	i	-17	-0.6	3	-4
- O=C(CN1CCN(Cc2ccccc2)CC1)N1CCCc2c1c(=O)oc1ccc(O)cc21
 : nt	0.0	-4	18	-0.3	3	0.2&-2.2	6	-3
- COc1ccc(-c2cc(C(=O)N/N=C/c3cccnc3)c3ccccc3n2)c(OC)c1
 : -0.7	0.4	-5	5	-0.8	nt	-0.7	nt	7
- COc1ccc(N(CC(=O)NCc2ccco2)S(C)(=O)=O)cc1
 : nt	-3.5	-12	3	-5.0	2	0.5	-3	-2
- O=C(CNC(=O)OCc1ccccc1)NCC(=O)N1CCCC1C(=O)OCc1ccccc1 (stereo not drawn)
 : nt	0.3	3	2	i	-26	-1.6	2	7
- Cc1cc(OCc2nc(-c3cccs3)no2)cc(C)c1Cl
 : 1.8	-0.8	-11	13	-0.3	-11	0.5	-3	-8
- Cc1nc(Cc2nnc(SCC(=O)N3CCN(c4ccc(O)cc4)CC3)o2)cs1
 : 0.2	0.3	5	-4	i	-1	-0.7	nt	0
- O=S(=O)(NCCc1ccncc1)c1ccc(Br)cc1
 : nt	1.2	0	-6	i	-15	0.8	-5	-3

Reprinted from the part before: 3 entries; new compounds follow.
Below each SMILES: TcdB inh	BoNT A protease	Anthrax LF inh2	Yp Topo-I inh	BH1578 lux ind	SSB-PriA inh	PfHsp40 rescue	SARS 3CLpro inh	PrPC TRFRET
- Cc1cc(OCc2nc(-c3cccs3)no2)cc(C)c1Cl
 : 1.8	-0.8	-11	13	-0.3	-11	0.5	-3	-8
- Cc1nc(Cc2nnc(SCC(=O)N3CCN(c4ccc(O)cc4)CC3)o2)cs1
 : 0.2	0.3	5	-4	i	-1	-0.7	nt	0
- O=S(=O)(NCCc1ccncc1)c1ccc(Br)cc1
 : nt	1.2	0	-6	i	-15	0.8	-5	-3
- CC1CN(C(C)C(=O)NNC(=O)c2ccc(F)cc2)CC(C)O1 (stereo not drawn)
 : -4.5	-0.1	4	8	0.8	11	-0.3	nt	9
- O=C(Nc1nnc(S(=O)(=O)N2CCCCC2)s1)c1ccccc1Br
 : -5.7	0.4	-7	1	i	2	1.0	-2	16
- CC1CCC(NC(=O)CCN2C(=O)C3C4C=CC(C4)C3C2=O)CC1 (stereo not drawn)
 : 0.9	2.2	3	-1	-0.5	3	1.7	-4	4
- O=C(Nc1ccc(Cl)cn1)c1cc(S(=O)(=O)N2CCCCC2)ccc1Cl
 : nt	-1.4	-1	22	i	-12	0.3	-3	5
- Cc1ccc(OCC(=O)N2CCN(C3=NS(=O)(=O)c4ccccc43)CC2)cc1
 : nt	-0.4	-2	-5	i	-23	0.4	-3	-10
- COc1ccc(-c2nn(C)c3sc(C(=O)NCc4ccco4)cc23)cc1OC
 : nt	-0.1	2	4	-7.7	-4	-0.3	1	10
- COc1ccc(C(C)=O)cc1Cn1c(C)c(C(=O)NCc2cccc(C)c2)sc1=O
 : -0.1	0.4	1	30	-0.4	nt	nt	nt	-6
- O=c1c2c([nH]c3ccccc13)CCC2
 : 1.8	2.8	-10	9	-2.0	-3&-16	1.4	-6	-4
- CN(C(=O)c1cnccn1)c1nnc(-c2cnccn2)s1
 : nt	0.5	0	-13	-2.8	-3	-0.3	-3	-9
- Cc1cccc(/C=C(\C(=O)O)c2ccc(S(=O)(=O)N3CCCC3)s2)c1
 : 0.2	0.3	-4	-9	i	0	1.5	nt	5
- O=C(c1ccccc1)c1cc(-c2ccccc2)on1
 : nt	-1.0	0	-3	nt	-26	2.5	-3	0
- O=C(Nc1nnc(SCc2ccccc2)s1)c1cc2c(s1)CCCC2
 : nt	1.4	-6	-4	-17	-14	1.2	-3	7
- Clc1cccc(OCCOCCN2CCNCC2)c1Cl
 : 2.1	-8.1	?	-1	-0.1	-10	nt	nt	4
- CNC(=S)N/N=C/c1cc(C)ccc1C
 : 0.8	-0.6	-5	5	-0.3	nt	1.3	1	0
- O=C(CCN1C(=O)[C@@H]2Cc3ccccc3CN2C1=O)NCCc1ccccc1
 : 0.5	0.7	0	-4	-0.3	-6	0.2	2	1
- O=C(Nc1cccc2ncccc12)C(Cl)(Cl)Cl
 : 0.3	-0.4	-2	1	-0.4	-4	1.5	5	nt
- C[C@H](CO)N1C[C@H](C)[C@@H](CN(C)Cc2ccc(C(F)(F)F)cc2)OCc2cnnn2CCCC1=O
 : 0.0&0.4	-0.4	1	7	-0.3	nt	nt	nt	4
- Cc1cc(C)cc(NC(=O)c2cccc(NC(=O)c3ccco3)c2)c1
 : 0.7	-3.4	4	-3	-0.6	-13	3.9	nt	-2
- CC1(C(=O)NS(=O)(=O)C2CC2)CCCN(C(=O)c2cccc(C(F)(F)F)c2)C1 (stereo not drawn)
 : 1.9	-0.2	-8	7	0.7	nt	nt	nt	-5
- COC(=O)[C@@](C)(O)C1(C(=O)SC(C)(C)C)CC1
 : 0.8	0.3	1	7	i	nt	0.1	nt	2
- N#Cc1cccc(CS(=O)(=O)c2ccc(Cl)cc2)c1
 : -4.0	-1.6	3	0	-1.0	-4	-1.0	3	-1
- O=C1C2C(c3ccccc3)=NN(c3ccccc3)C2C(=O)N1c1ccccc1 (stereo not drawn)
 : 0.2	-0.3	0	-7	i	-11	-0.4	-1	0
- O=C1CCCN1c1ncc(S(=O)(=O)c2ccc([N+](=O)[O-])cc2)s1
 : -0.8	-0.8	-8	-7	i	-2	0.8	-1	-14
- CCc1ccccc1NC(=O)CCS(=O)(=O)c1ccc(C)cc1
 : 0.7	-3.6	7	7	i	-8	-0.4	-5	2
- CCOc1cc(CNCCO)ccc1OCC(=O)NC(C)(C)C
 : 0.4	-0.6	-10	-3	-0.5	-15	-0.4	1	6
- COc1cc(NC(=O)CSc2nnc3c(C)cc4cc(C)cc(C)c4n23)c(C(=O)O)cc1OC
 : 1.5	0.3	-2	-10	0.3	-14	0.0	1	-2
- COCCn1c(SCC(=O)N2CCCC2=O)nnc1-c1ccncc1
 : 0.1	-0.9	-1	5	-3.7	nt	nt	nt	-7
- CCCCCCCCSc1n[nH]c(N)n1
 : -0.3	-0.2	-1	-10	i	-3	1.1	3	11
- COc1ccc2cc(CO)c3cc(OC)c(OC)cc3c2c1
 : 3.4	-0.1	-4	-11	-0.5	-3	1.1	nt	-4
- c1ccc(C(c2nnnn2C2CCCC2)N2CCN(c3ccccc3)CC2)cc1 (stereo not drawn)
 : nt	1.5	0	15	-0.6	5	0.7	3	-2
- C[C@@]12C(=O)Nc3ccc(F)cc3C(=O)N1[C@H]1c3ccccc3OC[C@@H]1[C@@H]2c1ccccc1
 : nt	0.5	-2	15	i	24	138*	nt	nt
- CNNC(=S)NCCC1=CCCCC1
 : 0.4	?	2	-3	-0.7	-12	-0.3	1	-3
- O=C(c1cccc(C(F)(F)F)c1)N1CCCC1
 : 2.1	?	-3	7	-2.7	-8	0.9	1	-6
- O=c1[nH]c(=O)n(CCCc2ccccc2)cc1-c1ccccc1
 : 2.3	-0.4	-4	18	-1.2	-8	-0.9	nt	0
- CC(NC(=O)COC(=O)c1cccnc1Cl)C12CC3CC(CC(C3)C1)C2 (stereo not drawn)
 : 1.5	0.2	-4	15	i	-2	2.6	nt	8
- O=C(C1CCN(c2nc3ccc(Br)cc3s2)CC1)N1CCC2(CC1)OCCO2
 : nt	0.7	-7	-3	i	-2	2.7	2	3
- COc1ccc(CNC(=O)CNC(=O)c2ccc(Br)o2)cc1OC
 : 3.4	-0.1	-4	5	-0.2	-3	-1.5	8	6
- O=C(COc1ccccc1)OCC(=O)c1c[nH]c2ccccc12
 : 0.6	0.4	-5	-3	-0.5	-8	0.2	nt	0
- CCOC(=O)C(=NC(C)(C)C)NNc1cc(Cl)ccc1Cl
 : nt	-2.1	-2	1	-0.5	-13	5.1	3	2
- COc1ccc(/C=N/NC2=NCCCCC2)cc1
 : nt	-0.4	-7	-1	i	nt	-0.3	0	-2

An excerpt of these results, bar-delimited:
Structure | TcdB inh | BoNT A protease | Anthrax LF inh2 | Yp Topo-I inh | BH1578 lux ind | SSB-PriA inh | PfHsp40 rescue | SARS 3CLpro inh | PrPC TRFRET
O=C(COc1ccccc1)OCC(=O)c1c[nH]c2ccccc12 | 0.6 | 0.4 | -5 | -3 | -0.5 | -8 | 0.2 | nt | 0
O=c1[nH]c(=O)n(CCCc2ccccc2)cc1-c1ccccc1 | 2.3 | -0.4 | -4 | 18 | -1.2 | -8 | -0.9 | nt | 0
O=C(C1CCN(c2nc3ccc(Br)cc3s2)CC1)N1CCC2(CC1)OCCO2 | nt | 0.7 | -7 | -3 | i | -2 | 2.7 | 2 | 3

Compound activity deposited in PubChem BioAssay by several laboratories.
